Source: PubChem BioAssay
DNMT1 inh: human DNMT1 methyltransferase inhibitors, primary screen, biochemical, molecular beacon, fluorescence, HinP1I cleavage, uHTS; DNA (cytosine-5)-methyltransferase 1 (Homo sapiens), P26358; inhibition (reported as % activation of signal), % at 10 µM; 360,000 compounds, 0.83% hits; in the data active = inhibition above about 50%
Target sequence (P26358 504-1616 limits assumed): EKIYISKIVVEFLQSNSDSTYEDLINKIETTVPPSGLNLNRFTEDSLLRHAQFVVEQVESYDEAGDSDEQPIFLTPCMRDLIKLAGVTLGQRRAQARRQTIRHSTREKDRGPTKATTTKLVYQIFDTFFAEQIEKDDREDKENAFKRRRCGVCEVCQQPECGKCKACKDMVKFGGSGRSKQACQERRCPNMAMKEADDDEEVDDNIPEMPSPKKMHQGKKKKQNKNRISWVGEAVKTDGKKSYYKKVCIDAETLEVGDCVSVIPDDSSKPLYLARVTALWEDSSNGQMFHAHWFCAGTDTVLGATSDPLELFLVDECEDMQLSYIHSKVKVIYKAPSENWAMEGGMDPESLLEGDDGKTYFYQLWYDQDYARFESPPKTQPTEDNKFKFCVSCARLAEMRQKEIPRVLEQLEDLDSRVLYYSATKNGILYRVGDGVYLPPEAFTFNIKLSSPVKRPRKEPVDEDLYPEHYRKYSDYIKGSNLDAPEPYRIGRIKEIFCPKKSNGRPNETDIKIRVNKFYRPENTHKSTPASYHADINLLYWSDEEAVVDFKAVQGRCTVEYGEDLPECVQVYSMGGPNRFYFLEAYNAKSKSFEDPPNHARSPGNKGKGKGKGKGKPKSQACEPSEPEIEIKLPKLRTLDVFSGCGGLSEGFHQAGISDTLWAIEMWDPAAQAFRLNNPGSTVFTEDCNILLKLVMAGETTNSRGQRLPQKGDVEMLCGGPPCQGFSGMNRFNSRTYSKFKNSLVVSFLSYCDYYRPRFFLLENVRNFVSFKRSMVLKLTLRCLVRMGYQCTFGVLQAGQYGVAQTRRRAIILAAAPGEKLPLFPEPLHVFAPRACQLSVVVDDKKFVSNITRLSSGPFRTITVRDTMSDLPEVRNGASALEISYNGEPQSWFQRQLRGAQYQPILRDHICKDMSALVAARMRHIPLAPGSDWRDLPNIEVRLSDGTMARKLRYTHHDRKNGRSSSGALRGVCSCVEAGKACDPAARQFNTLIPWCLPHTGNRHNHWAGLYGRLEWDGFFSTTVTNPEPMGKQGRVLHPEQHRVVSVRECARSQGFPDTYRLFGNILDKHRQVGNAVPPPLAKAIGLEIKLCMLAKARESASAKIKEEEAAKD
MT1-MMP act inh: blockers of MT1-MMP proenzyme processing, primary screen, HT1080 RFP-PRO-GFP cells, GFP/RFP fluorescence. Matrix metalloproteinase-14 (Homo sapiens), P50281. GFP/RFP ratio change, % at 20 µM. GFP/RFP ratio fluorescence, overnight; percent of plate control window, DMSO zero. 360,000 compounds, 0.061% hits;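 active = GFP/RFP ratio change of at least 30% with cell ATP level not reduced by more than half and red fluorescence within 50% of control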; also: strong numbers were not always called active
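Assay system: HT1080 cells carrying an RFP-PRO-GFP reporter | Dosing: Single dose of 20 µM compound, 1% DMSO final | Incubation: Cells overnight before dosing, compound overnight, 37 °C, 5% CO2 | Evaluation: GFP/RFP fluorescence ratio | Control set: DMSO and RFP-L50D-GFP cell wells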
NadD inh: inhibitors of S. aureus NadD, primary screen, biochemical, colorimetric, uHTS. purified NadD enzyme, colorimetric absorbance read-out. Nicotinate-nucleotide adenylyltransferase NadD (Staphylococcus aureus N315). 360,000 compounds, 0.78% hits. inhibition, % at 20 µM. AID 602399, 2012; in the data active = inhibition above about 26%; also: some compounds past the cut are filed as inactive
SKN-1 inh: suppressors of acrylamide-induced Pgst-4::GFP reporter in worms, primary screen, SKN-1 inhibitor project, whole organism, uHTS, GFP/RFP fluorescence ratio, strain VP596; C. elegans VP596 Pgst-4::GFP/RFP ratio, 24 h; inhibition, % at 21.8 µM; 360,000 compounds, 0.49% hits; AID 624304, 2012;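 active = interference check ratio from 0.5 to 1.5 plus GFP to RFP signal ratio inhibition reaching or exceeding a fixed threshold, cut at about 30% in these data, passing the limit was not always enough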; also: some compounds called inactive have numbers as strong as hits
Scp1 inh: Scp-1 phosphatase inhibitors, primary screen, biochemical, colorimetric, uHTS. Recombinant Scp1, phosphopeptide, malachite green phosphate absorbance. inhibition, % at 20 µM. 340,000 compounds, 0.88% hits. AID 493091, 2011;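 active = inhibition above about 50% at 20 µM, limit read from the data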;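 also: plate controls were DMSO wells with enzyme for no effect and wells lacking enzyme for full effect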
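Material – SCP-1 phosphatase catalytic domain, residues 76-261 · Buffer or medium – Acidic Tris acetate buffer with magnesium and detergent · Also added – Phospho 17-mer peptide substrate · Compound – single 20 µM dose, 1% DMSO · Times – 45 min room-temperature reaction, 5 min colour, 30 min stabiliser · Technique – Phosphate-binding colour reagent, absorbance read at 630 nm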
SUMO1 PPI mod: modulators of SUMO1 protein-protein interactions, primary screen, biochemical, uHTS; Small ubiquitin-related modifier 1 (Homo sapiens), P63165; 360,000 compounds, 0.33% hits; SUMO1 binding to a labelled peptide, TR-FRET, 1 h; inhibition, % at 20 µM; AID 602429, 2012; in the data active = inhibition above about 37%
STEP block: STEP phosphatase inhibitors, primary screen, biochemical, fluorescence intensity, uHTS. Tyrosine-protein phosphatase non-receptor type 5 (Homo sapiens), P54829. recombinant STEP, OMFP fluorogenic substrate. inhibition, % at 20 µM. 360,000 compounds, 0.25% hits;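 active = inhibition at 20 µM, scaled per plate between control wells, above about 37%, limit read from the data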;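 also: 0% = DMSO with enzyme and substrate and 100% = substrate only without enzyme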
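System: isolated STEP enzyme; schedule: 20 min enzyme reaction at room temperature, protected from light; medium: Bis-Tris buffer pH 6.0, 2.5 mM DTT, 0.005% Tween 20; signal: fluorescence, 480/540 nm; dosing: single compound dose of 20 µM, 1% DMSO final; also added: OMFP substrate, 25 µM final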
CendR NRP1 mod: modulators of CendR peptide binding to NRP-1, primary screen, biochemical, fluorescence polarization, uHTS; FAM-RPARPAR peptide binding to NRP-1; 360,000 compounds, 0.85% hits; Neuropilin-1 (Homo sapiens), O14786; inhibition, % at 25 µM; AID 602438, 2012;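 active = inhibition or corrected inhibition above about 18%, plus a signal ratio from 0.5 to 1.5, limit read from the data, passing the limit was not always enough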; also: strong numbers were not always called active
Rpn11 inh: Rpn11 (PSMD14) deubiquitinase inhibitors, primary screen, biochemical, fluorescence polarization, uHTS; human 26S proteasome, Ub4-pepOG fluorescence polarization; 20S core pre-blocked with epoxomicin; calls only at 20 µM; 360,000 compounds, 0.59% hits;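 active = inhibition at 20 µM, scaled to each plate's controls, above about 33%, limit read from the data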
LMPTP block: LMPTP phosphatase inhibitors, primary screen, biochemical, fluorescence intensity, uHTS; inhibition, % at 20 µM; recombinant LMPTP-A, OMFP fluorogenic substrate; Low molecular weight phosphotyrosine protein phosphatase (Homo sapiens), P24666; 360,000 compounds, 0.22% hits;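 active = compounds that cut the enzyme signal by at least half of the control window in the single-dose screen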;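 also: plate controls were DMSO wells with enzyme plus substrate for no effect and substrate without enzyme for full effect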
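Test system: LMPTP-A, protein tyrosine phosphatase of low molecular weight; Input: 0.625 nM enzyme; Incubation: 50 min dark incubation at room temperature; Signal: endpoint fluorescence intensity from OMFP dephosphorylation; Read-out basis: % inhibition versus control wells.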
An asterisk follows results filed as active; i = inactive; . = no result given.

item	SMILES	DNMT1 inh	MT1-MMP act inh	NadD inh	SKN-1 inh	Scp1 inh	SUMO1 PPI mod	STEP block	CendR NRP1 mod	Rpn11 inh	LMPTP block
1	O=C(COc1ccc2cc(Br)ccc2c1)N1CCCC1	3	2	-29	-3	1	-9	1	20	i	0.8
2	Cc1cccc(C)c1OCC(=O)Nc1ccc2c(c1)C(=O)NC2=O	-1	1	-9	-9	-15	-12	1	14	i	-20
3	CCOc1ccccc1N(CC(=O)O)S(=O)(=O)c1ccc(C)cc1	4	0	1	-17	-2	1	-23	-31	i	-1.5
4	CCn1nc(C(=O)NCC(c2cccs2)N2CCOCC2)c2ccccc2c1=O (stereo not drawn)	-1	1	-3	-11	0	3	0	11	i	-0.9
5	Cc1nn(C)c(Oc2ccccc2)c1CCNS(=O)(=O)c1ccc(Cl)cc1	-3	1	-4	-2	-3	1	-3	2	i	0.6
6	CCOn1c(=O)c(-c2cccc3ccccc23)[n+]([O-])c2ccccc21	-2	6	4	13	58*	-13	-3	-6	i	-0.8
7	CCOc1ccccc1N(CC(=O)NCc1ccncc1)S(=O)(=O)c1ccccc1	3	-1	0	16	-5	-5	0	1	i	-0.6
8	COc1cc2c3nnc(-c4ccc(F)cc4)c-3cn(Cc3cccc(C)c3)c2cc1OC	8	-3	25	-42	0	-5	-1	144	i	17
9	CNc1nc(Sc2cccc(C(F)(F)F)c2)cc(C(F)(F)F)n1	-6	-9	5	1	-11	-1	3	9	i	3.7
10	O=C(/C=C/c1c(F)cccc1Cl)NCc1ccc2c(c1)OCO2	0	5	-5	19	-6	0	1	0	i	1.3
11	CCc1cc(Cn2nc(-c3ccccc3)cc2C(=O)NCc2cccs2)on1	-4	5	-7	1	-8	1	1	-1	i	6.0
12	CCOc1ccc(OC(=O)C(CCS(C)(=O)=O)N2C(=O)c3ccccc3C2=O)cc1 (stereo not drawn)	-2	0	3	14	-7	-3	2	24	i	-0.4
13	Cc1nc2cccc(C(=O)NCc3ccccc3)c2o1	-3	2	8	20	-9	-1	-13	4	i	1.2
14	C=CCn1c(SCC(=O)NCc2ccco2)nc2sc3c(c2c1=O)CCC3	2	1	-2	-1	5	8	-1	-6	i	2.4
15	CCOC(=O)C(=O)N/N=C(/c1ccccc1)c1ccc(OC)cc1	2	2	2	14	-4	12	0	-20	i	-0.7
16	CCc1cccc(NC(=O)CCS(=O)(=O)c2cc3c(cc2C)NC(=O)CO3)c1	4	2	-10	4	-8	2	0	-12	i	-1.5
17	Cc1cccc(N(C(=O)c2csnn2)C(C(=O)NC(C)(C)C)c2cccnc2)c1 (stereo not drawn)	0	-1	-7	4	-4	2	0	10	i	0.1
18	S=c1[nH]nc(/C=C/c2ccccc2)o1	6	0	-6	8	-13	-5	-4	16	i	-0.4
19	Cc1ccc(C)c(NC(=O)CCN2C(=O)c3ccccc3C2=O)c1	-1	0	3	13	-10	6	0	2	i	-0.3
20	CCOC(=O)c1c(NC(=O)COC(=O)c2cc(OC)c(OC)cc2[N+](=O)[O-])sc(C)c1C	1	6	4	3	-3	1	-6	4	i	0.8
21	COc1cc(C2C(C#N)=C(N)N(N(C)C)C3=C2C(=O)CCC3)ccc1O (stereo not drawn)	-8	-1	-2	-10	7	10	0	2	i	0.2
22	COc1ccc(N2CCN(C(=O)CC(NC(N)=O)c3cccc(Oc4ccccc4)c3)CC2)cc1 (stereo not drawn)	-4	4	10	-9	0	0	1	-9	i	0.2
23	CCOc1ccc(C(C)=O)cc1Cn1c(=O)oc2ccccc21	-4	-2	-2	-14	-10	10	-2	-4	i	0.8
24	Cn1nccc1C(=O)N1CCN(c2ncccn2)CC1	1	-4	2	7	-1	-2	0	1	i	-1.4
25	O=C(NN1CCOCC1)c1ccc(Br)cc1	2	4	-4	-2	-5	0	-1	3	i	-2.9
26	Cc1cc(C)n2nc(CC#N)c(C#N)c2n1	10	0	0	1	-6	17	2	-4	i	-0.1
27	C=CCn1c(SCC(=O)Nc2cccc(S(N)(=O)=O)c2)nc2sc(C)c(C)c2c1=O	-8	5	12	15	-7	3	0	-3	i	2.1
28	CC1=C(C(=O)N(C(C)C)C(C)C)CC(CC(=O)NC2CCCC2)C(=O)N1Cc1ccc(F)cc1 (stereo not drawn)	6	3	-8	3	.	-1	-2	6	i	-1.4
29	O=C(Oc1cccc2ccccc12)c1cc(Cl)nc2ccccc12	-1	-3	-3	-3	-18	-6	1	5	i	2.2
30	COc1cccc(CSc2nc3sc(C)c(C)c3c(=O)n2Cc2ccco2)c1	-2	-4	3	16	-19	-1	1	-18	i	5.3
31	C=CCn1c(Cc2nc3ccc(Cl)cc3[nH]2)n[nH]c1=S	2	-2	0	-9	-2	-5	-1	-14	i	-3.0
32	CC(=O)Nc1nc(C)c(-c2csc(Nc3ccc(O)cc3)n2)s1	-27	1	-3	15	-5	-7	2	-4	i	2.2
33	COCCCN(C(=O)CCSc1ccc(F)cc1)c1c(N)n(Cc2ccccc2)c(=O)[nH]c1=O	1	-2	-5	-6	-7	-1	0	0	i	-0.4
34	Cc1nnc(SCC(=O)Nc2cc(S(=O)(=O)N3CCOCC3)ccc2N2CCCC2)s1	0	-4	0	4	-2	2	-4	16	i	0.4
35	O=S(=O)(NCC1NCCc2ccccc21)c1ccccc1 (stereo not drawn)	-3	1	-3	10	-9	-3	3	12	i	0.6
36	COC(=O)c1ccc(S(=O)(=O)N2CCCN(Cc3cccc(Br)c3F)CC2)n1C	1	-3	-10	13	5	2	1	-4	i	-0.5
37	Cc1ccc(C(=O)C2=C(O)C(=O)N(Cc3cccnc3)C2c2ccc(OC(C)C)cc2)o1 (stereo not drawn)	0	4	11	1	7	-9	3	-4	i	3.0
38	N#CCC(=O)Nc1ccc(C(=O)NCC(c2ccco2)N2CCCCC2)cc1 (stereo not drawn)	-7	-16	5	1	5	-2	0	-152	.	11
39	CCOc1ccc(S(=O)(=O)Nc2cc(Cl)ccc2O)cc1	-5	0	-5	8	-2	5	-2	4	i	1.0
40	CN1CC(=O)N/C1=N\C(=O)Nc1ccc(O)cc1	-1	0	0	-3	-10	2	0	11	i	-0.8
41	CSc1nc(-c2ccco2)nn1C(=O)Cc1ccccc1	-4	-3	1	25	-5	5	-1	-1	i	-0.7
42	CC(C)(C)C(=O)N1CCN(c2ccc([N+](=O)[O-])cc2-n2cccc2)CC1	-2	4	-4	21	-10	-19	2	7	i	1.0
43	COc1ccccc1-n1cnc2cc(C(=O)NCCCN3CCOCC3)ccc21	0	3	5	-17	-5	-6	0	-6	i	-3.6
44	CCCN1CNC(=S)N(Cc2ccccc2)C1	-1	4	-1	9	-2	1	-4	0	i	-0.4
45	FC(F)(F)c1cc(-c2ccco2)nc(N2CCN(c3ccccc3)CC2)n1	1	-4	-3	7	-6	-6	2	7	i	4.2
46	CC(=O)c1c(C(=O)O)[nH]c(C(=O)O)c1C	11	2	-2	0	-1	2	2	6	i	-0.7
47	S=C(Nc1ccc(Nc2ccccc2)cc1)NN1CCOCC1	-2	6	6	-1	-3	1	2	6	i	0.1
48	CCCCn1c(N)c(N(CCOC)C(=O)c2cccc(S(=O)(=O)N3CCCCCC3)c2)c(=O)[nH]c1=O	1	1	-1	9	-4	7	1	-9	i	-1.5
49	CCn1cc(C(=O)C(F)(F)F)c2ccccc21	-2	-1	8	5	-15	-1	3	-3	i	-0.8
50	CCC1(C)N(O)C(C)(C)C(c2ccc(OC)cc2)=[N+]1[O-] (stereo not drawn)	4	6	-4	2	5	4	-2	-3	i	-1.2

Structural class: those above containing an aryl thioether with sulfur outside any ring (7)
item	SMILES	DNMT1 inh	MT1-MMP act inh	NadD inh	SKN-1 inh	Scp1 inh	SUMO1 PPI mod	STEP block	CendR NRP1 mod	Rpn11 inh	LMPTP block
9	CNc1nc(Sc2cccc(C(F)(F)F)c2)cc(C(F)(F)F)n1	-6	-9	5	1	-11	-1	3	9	i	3.7
14	C=CCn1c(SCC(=O)NCc2ccco2)nc2sc3c(c2c1=O)CCC3	2	1	-2	-1	5	8	-1	-6	i	2.4
27	C=CCn1c(SCC(=O)Nc2cccc(S(N)(=O)=O)c2)nc2sc(C)c(C)c2c1=O	-8	5	12	15	-7	3	0	-3	i	2.1
30	COc1cccc(CSc2nc3sc(C)c(C)c3c(=O)n2Cc2ccco2)c1	-2	-4	3	16	-19	-1	1	-18	i	5.3
33	COCCCN(C(=O)CCSc1ccc(F)cc1)c1c(N)n(Cc2ccccc2)c(=O)[nH]c1=O	1	-2	-5	-6	-7	-1	0	0	i	-0.4
34	Cc1nnc(SCC(=O)Nc2cc(S(=O)(=O)N3CCOCC3)ccc2N2CCCC2)s1	0	-4	0	4	-2	2	-4	16	i	0.4
41	CSc1nc(-c2ccco2)nn1C(=O)Cc1ccccc1	-4	-3	1	25	-5	5	-1	-1	i	-0.7
